# ELG1 genotox – qHTS screen for small molecules that induce genotoxicity in human embryonic kidney (HEK293T) cells expressing luciferase-tagged ELG1; Potency, µM (doses to about 46 µM), for the others: at the top dose activity change, positive = activation, hits mostly activators; HEK293T ELG1-luciferase reporter, luminescence, 16 h; 330,000 tested, 1.3% active; note: potency is the fitted concentration of half-maximal effect; % of control where 0% means no effect; nearly all actives have a fitted effect of over 60% in size
#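 ELG1-luciferase HEK293T cells, 2,000/well; compound pinned in; 16 hr, 37 °C, 5% CO2; ONE-Glo, 30 min RT; luminescence on CCD imager.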
# Tb PFK block – qHTS Assay to Find Inhibitors of T. brucei phosphofructokinase. ATP-dependent 6-phosphofructokinase (Trypanosoma brucei brucei), O15648. T. brucei PFK, ADP-Glo luminescence. Potency, µM (highest dose often 57.5 µM), inactives show at the top dose activity, negative = inhibition, most hits filed as inhibitors. 330,000 tested, 0.17% active. AID 485367, 2010;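 note: potency is the fitted concentration of half-maximal effect; 0% = uninhibited 1x PFK enzyme wells and -100% = no-enzyme wells; nearly all actives have a fitted effect of over 60% in size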
#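 ADP-Glo luminescence quantified ADP after 45 min at room temperature, with 1.25 nM T. brucei PFK, 0.1 mM ATP and 0.5 mM fructose-6-phosphate in pH 8.0 TEA buffer. qHTS titrations up to 57 µM; curves classified by quality.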
# NPC1 prom act – qHTS Assay for NPC1 Promoter Activators | Huh7 NPC1 promoter luciferase reporter, 24 h | Potency, µM (titrated, usually from 9.22 µM), for inactives: at the top dose activation, hits mostly activators | 320,000 tested, 2.4% active | AID 485313, 2010;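 note: potency is the fitted concentration of half-maximal effect; % of control where 0% means no effect; nearly all actives have a fitted effect of over 60% in size; reporter is driven by a mutant NPC1 promoter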
#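 Stably transfected Huh7 (NPC1 promoter→luciferase), 1500 cells/well in Opti-MEM + 10% FBS, 2 h settle, then compound 24 h at 37 °C. Luminescence after 10 min with Amplite reagent.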
# RORgamma inh – qHTS for inhibitors of ROR gamma transcriptional activity. Potency, µM (doses to about 53.6 µM), for inactives: at the highest dose activity change, negative = inhibition, usual class: inhibitors. Nuclear receptor ROR-gamma (Mus musculus), P51450. 310,000 tested, 5.4% active. Drosophila S2 Gal4-RORgamma UAS-luciferase reporter, 20 h; note: potency is the fitted concentration of half-maximal effect; % is set by controls: 0 for no effect and ±100 for the full control effect; nearly all actives have a fitted effect of over 60% in size
# Target sequence (P51450 whole entry, looked up, the tested form may be a part): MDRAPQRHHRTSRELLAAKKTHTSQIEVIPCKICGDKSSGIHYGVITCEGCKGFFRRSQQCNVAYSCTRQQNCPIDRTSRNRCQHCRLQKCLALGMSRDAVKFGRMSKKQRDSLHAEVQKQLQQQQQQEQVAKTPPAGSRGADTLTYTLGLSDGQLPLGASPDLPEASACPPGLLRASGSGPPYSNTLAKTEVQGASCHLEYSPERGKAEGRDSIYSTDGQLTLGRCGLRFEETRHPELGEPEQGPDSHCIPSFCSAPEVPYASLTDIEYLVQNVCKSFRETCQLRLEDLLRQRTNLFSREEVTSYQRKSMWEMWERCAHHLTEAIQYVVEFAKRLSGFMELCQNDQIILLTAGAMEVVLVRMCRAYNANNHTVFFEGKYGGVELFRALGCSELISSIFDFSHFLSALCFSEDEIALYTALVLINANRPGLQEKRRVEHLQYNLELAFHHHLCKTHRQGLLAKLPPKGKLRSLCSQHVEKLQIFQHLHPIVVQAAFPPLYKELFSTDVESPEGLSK
#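 Drosophila Schneider cells stably carrying a metallothionein-driven Gal4 DBD–ROR gamma fusion and a UAS-Photinus luciferase reporter were exposed to compound for 1 hr, then induced with copper sulfate (700 uM final) for 20 hr at ambient temperature before luminescence reading.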
# FLuc modulator – qHTS profiling assay for firefly luciferase inhibitor/activator using purifed enzyme and Km concentrations of substrates (counterscreen for miR-21 project) | Luciferin 4-monooxygenase (Photinus pyralis), P08659 | Potency, µM (highest dose often 57.5 µM), without a hit: top-dose activity change, negative = inhibition, most hits filed as inhibitors | purified FLuc, Km substrates, luminescence inhibition | 360,000 tested, 6.9% active;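 note: potency is the fitted concentration of half-maximal effect; plate controls were vehicle for no effect and reference inhibitor for full effect; nearly all actives have a fitted effect of over 55% in size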
# Target sequence (P08659 whole entry, looked up): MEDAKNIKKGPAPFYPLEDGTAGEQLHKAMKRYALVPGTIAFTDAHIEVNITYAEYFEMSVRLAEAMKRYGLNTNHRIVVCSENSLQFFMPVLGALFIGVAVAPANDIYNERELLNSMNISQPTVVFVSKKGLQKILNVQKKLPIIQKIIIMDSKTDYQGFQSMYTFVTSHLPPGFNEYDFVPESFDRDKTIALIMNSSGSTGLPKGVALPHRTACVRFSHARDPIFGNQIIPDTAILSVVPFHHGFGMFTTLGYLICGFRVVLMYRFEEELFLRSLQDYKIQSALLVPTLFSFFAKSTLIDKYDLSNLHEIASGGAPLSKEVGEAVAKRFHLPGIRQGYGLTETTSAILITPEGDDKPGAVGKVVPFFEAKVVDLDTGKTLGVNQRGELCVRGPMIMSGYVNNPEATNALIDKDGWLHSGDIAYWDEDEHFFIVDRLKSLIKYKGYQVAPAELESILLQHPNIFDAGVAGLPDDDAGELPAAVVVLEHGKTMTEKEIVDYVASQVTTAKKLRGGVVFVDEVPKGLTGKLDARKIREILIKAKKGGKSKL
#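 Purified P. pyralis luciferase (10nM final) with 10uM D-luciferin and 10uM ATP (Km levels) in 50mM Tris acetate pH 7.5, 10mM Mg acetate, 0.01% Tween-20, 0.05% BSA; qHTS 6-point titration, ~60 µM downward; luminescence read.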
# TRPV1 ag – HTS Assay for Compounds that Act as Agonists of the Vanilloid Receptor 1; TRPV1-expressing cells, Fluo-8 calcium influx, agonist mode; activation, % at 8.33 µM; Transient receptor potential cation channel subfamily V member 1 (Homo sapiens), Q8NER1; 320,000 tested, 0.19% active; AID 540275, 2011; in the data active = activation above about 80%; inconclusive = between about 30% and that limit; note: 0% is about no effect
#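 Cells expressing TRPV1 were dye-loaded with Fluo-8 and read kinetically: 10 s baseline, 3 min after compound (agonist portion), then 2 min after EC20 capsaicin (allosteric enhancer portion). Calcium-bound dye fluorescence at 480/520 nm.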
# p53 reactivator – qHTS assay for re-activators of p53 using a Luc reporter; 320,000 tested, 0.063% active; H1299 p53-A138V BP100-luciferase reporter, luminescence, 24 h; Potency, µM (titrated, usually from 92.2 µM), inactives show at the highest dose activity change, positive = activation, hits mostly activators; note: potency is the fitted concentration of half-maximal effect; % of control where 0% means no effect; nearly all actives have a fitted effect of over 45% in size
#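 p53-null H1299 cells stably carrying temperature-sensitive p53-A138V and a BP100-luciferase reporter were pinned with compounds (4-point, 1:5 series) and held 24 hrs at 37 deg C. Luminescence was read 10 min after detection reagent.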
# BRCA1 expr up – qHTS Assay to Identify Small Molecule Activators of BRCA1 Expression | MCF7-BRCA1-FFLuc reporter, luminescence, 48 h; response scale: scaled: vehicle 0%, 10 µM genistein 100% | Potency, µM (highest dose often 46.1 µM), without a hit: at the top dose activation, actives largely listed as activators | 380,000 tested, 1.1% active | AID 624202, 2012; note: potency is the fitted concentration of half-maximal effect; nearly all actives have a fitted effect of over 80% in size; some results filed as inactive show a strong effect at the top dose
#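 Reporter cells (MCF7, BRCA1 promoter-firefly luciferase) received library compounds across a concentration series for 48 h. End-point luminescence was measured and concentration-effect curves derived after normalization.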
# Rab9 promoter act – qHTS Assay for Rab9 Promoter Activators; 320,000 tested, 2.8% active; AID 485297, 2010; Huh7 Rab9 promoter-luciferase reporter, luminescence, 24 h; Potency, µM (highest dose often 9.22 µM), for inactives: top-dose activation, negative = inhibition, most hits filed as activators; note: potency is the fitted concentration of half-maximal effect; % of control where 0% means no effect; nearly all actives have a fitted effect of over 60% in size
#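 Cells were plated at 1500 per well in reduced-serum medium with 10% FBS and left 2 h. Compound in DMSO was then added for 24 h at 37 °C. Reporter signal was read by luminescence after 10 min with luciferase detection reagent.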
# VP16 counter – VP16 counterscreen qHTS for inhibitors of ROR gamma transcriptional activity; Drosophila S2 Gal4-VP16 UAS-luciferase, luminescence, 20 h; AID 2546, 2010; Potency, µM (doses to about 53.6 µM), without a hit: at the top dose activity, negative = inhibition, hits mostly inhibitors; 310,000 tested, 3.5% active;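 note: Gal4-VP16 expression switched on by copper sulfate through the metallothionein promoter; potency is the fitted concentration of half-maximal effect; % is set by controls: 0 for no effect and ±100 for the full control effect; nearly all actives have a fitted effect of over 50% in size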
# ELG1 repair inh – qHTS screen for small molecules that inhibit ELG1-dependent DNA repair in human embryonic kidney (HEK293T) cells expressing luciferase-tagged ELG1. 330,000 tested, 2.3% active. AID 504467, 2011. Potency, µM (titrated, usually from 46.1 µM), for the others: top-dose activity change, negative = inhibition, most hits filed as inhibitors. HEK293T ELG1-luciferase reporter, luminescence, 16 h; DNA damage induced by 5-fluorouridine; note: potency is the fitted concentration of half-maximal effect; % is set by controls: 0 for no effect and ±100 for the full control effect; nearly all actives have a fitted effect of over 55% in size
#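 In this reporter screen, reduction of luminescence relative to DMSO vehicle indicated activity. Compounds and 5-fluorouridine were added together to 2,000 cells per well, incubated for 16 hr at 37 °C, then developed with ONE-Glo.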
# * hit, by the source's call; ? = inconclusive; nt = not tested or not shown; [ ] = dose if it differs, or a comment. Unless noted, calls come from the whole dose curve; as a rule, active = well fitted curve in the direction sought with a large enough effect; inconclusive = small, poorly fitted or top-dose-only effect, or another doubt; inactive = no such curve, though single readings can be large; an effect the other way counts as inactive or inconclusive.
SMILES,ELG1 genotox,Tb PFK block,NPC1 prom act,RORgamma inh,FLuc modulator,TRPV1 ag,p53 reactivator,BRCA1 expr up,Rab9 promoter act,VP16 counter,ELG1 repair inh
O=C(O)c1cn(-c2ccc(F)c(F)c2)c2c(F)c(F)c(F)c(F)c2c1=O,-1%,-4%,-2%,-25%,8%,2,-4%,7%,-6%,0%,-15%
COCCCN1C(=O)C(O)=C(C(C)=O)C1c1ccccn1 (configuration not stated),-7%,-4%,-6%,?,3%,-2,-2%,-8%,-3%,-4%[0.365 µM],4%
COc1ccc(CCNC(=O)CCCOc2cc(=O)n(C)c3ccccc23)cc1OC,?,-7%,-3%,-40%,-7%,-2,1%,-25%,0%,-21%,?
N/C(=N\OC(=O)COc1ccc2ccccc2c1Br)c1ccccn1,?,-1%,?,21%,21µM*,-1,11%,10µM*,?,-4%,?
O=C1C(=Cc2cccn2-c2ccccc2)C(=O)c2ccccc21,0%,0%,13%,21%,?,-3,2%,-20%,16%,-6%,?
COC(=O)c1ccc(Cl)c(NC(=O)c2cccc([N+](=O)[O-])c2C)c1,0%,1%,-2%,1%,1%,2,-3%,20%,-2%,7%,2%
N#C/C(C(=O)N1CCOCC1)=c1/s/c(=C\c2ccccn2)c(=O)n1-c1ccccc1,5%,-2%,0%,11%,1%,0,3%,2%,-1%,-12%,7%
CCOC(=O)N1CCN(Cc2nc(N)nc(Nc3ccc(Oc4ccccc4)cc3)n2)CC1,-17%,0%,-2%,33%,-12%,-2,-10%,-32%,-12%,?,12µM*
Cc1ccc(NC(=O)c2ccc3ccccc3n2)cc1S(=O)(=O)N1CCOCC1,-7%,-16%,-7%,24%,-10%,?,2%,1%,0%,-17%,?
Cc1cc(=O)oc2c(N)c(O)ccc12,?,-2%,17%,-3%,-5%,1,?,-6%,-1%,5%,?
CC(C)OCCCn1c(SC(C)C(=O)NC2CC2)nc2ccccc2c1=O (configuration not stated),6%,-2%,2%,nt,-1%,23,-8%,-7%,-3%,nt,?
CCOC(=O)C1CCN(c2ncnc3c2oc2ccc(Br)cc23)CC1,?,-5%,7%,15%,-14%,-1,14%,25%,11%,13%,24%
CNC(=S)N1CCN(c2nc(-c3ccc(Cl)cc3)cs2)CC1,4%,1%,-6%,-101%,?,?,nt,8%,-1%,?,-6%
CCn1c(CN2CCOCC2)nnc1SCC(=O)Nc1ccccc1Cl,2%,-1%,-1%,-4%,2%,-1,4%,11%,0%,3%,-2%
CC(C)CC(=O)Nc1cccc2c1C(=O)N(c1ccccc1)C2=O,-3%,-1%,-3%,5%,4%,14,0%,-4%,-4%,-5%,-3%
CN1CCN(C(=O)c2ccc(C3SCC(=O)N3Cc3ccco3)cc2)CC1 (configuration not stated),-3%,1%,2%,-11%,6%,0,-11%,-9%,11%,-2%,-29%
CN(CC(=O)Nc1ccc(Cl)c(Cl)c1)C(=O)CC1OC(=O)c2ccccc21 (configuration not stated),-9%,-1%,1%,nt,3%,2,-4%,-8%,-2%,nt,2%
Cc1ccc(S(=O)(=O)N2CCCC(NC(=O)N3CCN(c4ccccc4)CC3)C2)cc1 (configuration not stated),-5%,2%,8%,41%,-1%,1,-8%,-11%,-1%,8%,?
Cn1c(Cn2cnc([N+](=O)[O-])n2)nnc1SCC(=O)Nc1ccc(Br)cc1,1%,-1%,-2%,-42%,-4%,-2,9%,5%,-2%,7%,13%
CSc1ccc(CNCCCSc2ncccn2)cc1,-2%,1%,-4%,-2%,3%,-10,nt,28%,6%,5%,-5%
O=C(O)c1cc(-c2ccco2)nc2cc3ccccc3cc12,10%,?,16%,-31%,8.5µM*,-1,10%,24%,22%,-8%,?
CCOC(=O)N1CCN(C(=O)c2cn(C)c3ccc(S(=O)(=O)N4CCOCC4)cc3c2=O)CC1,1%,-2%,2%,0%,4%,-1,11%,-3%,4%,-10%,18%
CSc1nc(NC(C)(C)C)nc(Oc2ccc(=O)[nH]n2)n1,-1%,0%,-2%,44%[0.365 µM],1%,2,12%,28%,1%,nt,14%
CCOC(=O)CC1=NN(c2ccccc2)C(=O)/C1=C\c1ccc(N(C)C)cc1,3%,10%,-11%,-9%,11µM*,1,5%,-3%,-3%,-7%,?
CCNC(=S)N/N=C/c1ccc(OCC(=O)Nc2ccc(OC)cc2)c(OC)c1,-3%,0%,-1%,4.5µM*,6%,1,-7%,-14%,-2%,?,?
Cn1c(CN2CCCCC2)nc2cc(NC(=O)c3ccc(Cl)cc3)ccc21,-9%,-3%,-13%,-21%,?,5,2%,-46%,-27%,0%,-18%
CC(C)OP(=O)(CCP(=O)(OC(C)C)OC(C)C)OC(C)C,0%,0%,6%,-4%,1%,2,11%,7%,7%,-3%,3%
COc1ccc(N2CCN(C(=O)Cn3cnc4sc(C)c(S(=O)(=O)N5CCOCC5)c4c3=O)CC2)cc1,0%,4%,2%,7%,-1%,3,-6%,-2%,-3%,-9%,-3%
CCO[C@@H]1OC(C(=O)N2CCOCC2)=C[C@H](C2CCCCC2)[C@H]1CCCO,0%,-1%,0%,28%,2%,0,-1%,1%,3%,11%,4%
Cc1cc(C)c2c(n1)sc1c(=O)n(Cc3ccccc3Cl)nnc12,7%,1%,-3%,5%,4%,-1,-2%,29%,29%,-1%,1%
Cc1csc(NC(=O)c2ccc(OCC3CCCO3)cc2)n1 (configuration not stated),-7%,-4%,?,3.5µM*,5.4µM*,17,20%,-4%,0.45µM*,?,?
Cc1ccc2cc(CN(C(=O)c3ccco3)c3ccccc3C)c(=O)[nH]c2c1,3%,-1%,7%,13%[10 µM],-16%,3,-7%,-28%,2%,0%,0%
Cc1ccc(/C=C/C2=NN(Cc3ccc(Cl)c(Cl)c3)C(=O)CC2)cc1,2%,5%,1%,10%,0%,-2,1%,-22%,-1%,17%,?
O=C(Cc1cccs1)N1CCN(c2nc(-c3ccc(Cl)cc3)cs2)CC1,-9%,-2%,1%,13µM*,?,19,1%,-42%,5%,?,?
Cc1ccc(S(=O)(=O)N2CCCC2C(=O)Nc2ccc(O)cc2)cc1 (configuration not stated),1%,3%,1%,-19%,1%,0,-8%,5%,0%,20%,-22%
NC(=O)c1c(N)sc2c1CCC2,3%,2%,-1%,5%,-10%,-3,0%,30%,-2%,0%,6%
CC/C(=C\C(=O)c1cccnc1)Nc1ccc(C)c(C)c1,-2%,6%,-8%,-9%,?,1,-3%,13%,1%,12%,6%
COc1ccc(OC)c(C(C)NC(=O)C23CC4CC(CC(C4)C2)C3)c1 (configuration not stated),-2%,4%,-8%,16%,-2%,19,-4%,2%,-4%,1%,-30%
COC(=O)c1ccccc1OS(=O)(=O)N(C)C,-2%,-22%,-2%,26%,1%,1,-3%,6%,-6%,-1%,11%
CCCN(Cc1cc2cc(C)ccc2[nH]c1=O)C(=O)c1ccccn1,0%,0%,-2%,59%,3%,-5,-1%,-2%,0%,-3%,3%
Cc1ccc(S(=O)(=O)N2CCCC2)cc1C(=O)NCc1ccccn1,1%,-2%,-32%[inhibitor],-8%,1%,-1,7%,-5%,-3%,4%,-1%
COc1ccc(C(=O)NCCSC2CCCCC2)cc1,?,2%,?,20%,13µM*,?,23%,1.8µM*,?,?,?
OCCC1CN(Cc2ccccc2-c2ccco2)CCN1C1CCCC1 (configuration not stated),-6%,-7%,-5%,-4%,0%,5,-4%,-17%,11%,-3%,-2%
Cc1ccc(N2C(=O)CSC2c2cccs2)cc1 (configuration not stated),0%,4%,1%,0%,1%,1,?,1%,1%,1%,-5%

# Screening data: PubChem, National Center for Advancing Translational Sciences (NCATS)
